Tau fibril FP: blocks human tau fibril formation measured by polarization; actives 0.39% (n = 280,000); K18 P301L tau heparin fibrillization, Alexa594 FP, 6 h; AID 1468; P10636; Potency, µM (top dose mostly 57.7 µM), for the others: top-dose activity, negative = inhibition, actives largely listed as inhibitors; note: nearly all actives have a fitted effect of over 55% in size
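Compound effects on tau fibrillization are measured by Alexa 594 fluorescence polarization (ex 555, em 632 nm). K18 P301L tau is used at 15 uM with 0.24 uM labeled tracer, and 20 uM heparin induces aggregation over 6 hr at 37 C.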
L3MBTL1 block: blocks human L3MBTL1; Q9Y468; AlphaScreen L3MBTL1–H3K9me1 peptide binding; Potency, µM (highest dose often 57.1 µM), inactives show at the highest dose activity, negative = inhibition, actives largely listed as inhibitors; actives 0.66% (n = 230,000); note: nearly all actives have a fitted effect of over 60% in size
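AlphaScreen assay: L3MBTL1 (50 nM final) was preincubated 30 min at room temperature with biotinylated H3(1-15)K9me1 peptide (75 nM final), then 30 min with library compounds; streptavidin donor and nickel chelate acceptor beads (10 ug/mL final) added, 30 min dark.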
RECQ1 inh: RECQ1 (human) helicase inhibition; actives 0.54% (n = 240,000); AID 2549; Potency, µM (series often up to 57.3 µM), for the others: at the top dose activity, negative = inhibition, usual class: inhibitors; P46063; RECQ1 DNA unwinding, red fluorescence kinetic read;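 note: plate controls were vehicle for no effect and no enzyme for full effect; nearly all actives have a fitted effect of over 30% in size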
Target sequence (P46063 whole entry, looked up): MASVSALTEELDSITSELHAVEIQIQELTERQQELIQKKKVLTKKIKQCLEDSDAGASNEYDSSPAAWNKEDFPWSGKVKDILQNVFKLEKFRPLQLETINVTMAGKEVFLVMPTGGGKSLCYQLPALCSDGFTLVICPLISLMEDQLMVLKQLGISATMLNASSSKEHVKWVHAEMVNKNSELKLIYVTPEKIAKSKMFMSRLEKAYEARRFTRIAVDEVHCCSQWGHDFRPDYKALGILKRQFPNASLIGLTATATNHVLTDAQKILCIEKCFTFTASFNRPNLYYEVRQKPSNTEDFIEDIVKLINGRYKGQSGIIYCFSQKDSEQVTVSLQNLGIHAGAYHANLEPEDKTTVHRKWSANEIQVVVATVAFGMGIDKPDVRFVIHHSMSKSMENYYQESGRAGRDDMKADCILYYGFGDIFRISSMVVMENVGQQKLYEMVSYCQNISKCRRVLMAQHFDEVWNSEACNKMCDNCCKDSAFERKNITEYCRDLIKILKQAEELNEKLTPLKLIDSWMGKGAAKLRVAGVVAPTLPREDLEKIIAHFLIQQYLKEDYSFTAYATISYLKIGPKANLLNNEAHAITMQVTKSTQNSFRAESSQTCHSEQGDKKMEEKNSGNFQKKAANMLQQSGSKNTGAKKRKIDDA
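50 nM RECQ1T1 preincubated 15 min with compound in Tris pH 8.0 buffer with MgCl2, DTT, Tween-20 and 2.5 ug/ml poly(dI-dC); started with 200 nM TAMRA/BHQ-2 forked duplex and 2 mM ATP. Unwinding read as fluorescence (525/598 nm), two reads 2 h apart.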
RGS12 GoLoco inh: blocks human Gai1 binding to RGS12 GoLoco peptide, red readout | actives 0.44% (n = 230,000) | Gai1:RGS12 GoLoco peptide FP, rhodamine, 10 min | Potency, µM (highest dose often 61.6 µM), inactives show at the top dose activity, negative = inhibition, hits mostly inhibitors | P63096; active = well fitted inhibition curve with a large enough effect, not every such curve was filed as active; inactive = no such curve, though single readings can be large or run the other way; note: nearly all actives have a fitted effect of over 30% in size; many of its hits are not listed in these tables
Target sequence (P63096 whole entry, looked up): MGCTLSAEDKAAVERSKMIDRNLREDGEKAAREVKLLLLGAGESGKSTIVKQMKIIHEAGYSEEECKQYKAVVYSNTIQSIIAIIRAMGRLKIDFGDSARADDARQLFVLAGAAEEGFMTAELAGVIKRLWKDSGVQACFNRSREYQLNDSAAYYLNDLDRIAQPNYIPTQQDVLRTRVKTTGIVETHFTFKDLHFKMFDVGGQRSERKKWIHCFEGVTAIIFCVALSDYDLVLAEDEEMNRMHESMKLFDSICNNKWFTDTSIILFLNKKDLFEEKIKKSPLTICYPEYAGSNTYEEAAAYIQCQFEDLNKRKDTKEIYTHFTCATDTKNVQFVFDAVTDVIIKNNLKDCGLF
TexasRed fluor: counter-screen for TRb-SRC2 inhibitors: fluorescence interference; Potency, µM (series often up to 106 µM), for inactives: at the top dose fluorescence change, negative = quenching; actives 0.29% (n = 280,000); TRb/SRC2 Texas Red total fluorescence interference; active = well fitted curve in either direction with a large enough effect; inconclusive = small, poorly fitted or top-dose-only effect
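Human TRb ligand-binding domain at 0.6 uM with 20 nM Texas Red SRC2 peptide in Tris buffer containing 1 uM T3 and 5% DMSO, incubated with compound 5 h at ambient temperature. Total fluorescence (555/632 nm) calculated as parallel + 2 × perpendicular.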
TRb SRC2 PPI: TRbeta-SRC2 interaction inhibition; Potency, µM (titrated, usually from 106 µM), for inactives: at the top dose activity change, negative = inhibition, usual class: inhibitors; actives 0.065% (n = 280,000); P10828; TRbeta-SRC2 peptide binding, fluorescence polarization; receptor liganded with 1 µM T3; AID 1469;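 note: plate controls were bound peptide for no effect and peptide without receptor for full effect; nearly all actives have a fitted effect of over 50% in size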
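Assay buffer: 20 mM Tris-HCl, 100 mM NaCl, 10% glycerol, 1 mM EDTA, 0.01% NP-40, 1 mM DTT, 1 uM T3, 5% DMSO; TRb LBD 0.6 uM, Texas Red SRC2 20 nM; FP after 5 hr.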
Tau ThT inhib: inhibitors of human tau fibril formation, thioflavin T binding | recombinant tau K18 P301L, heparin-induced fibrillization, ThT fluorescence | Potency, µM (highest dose often 57.4 µM), for inactives: top-dose activity, negative = inhibition, usual class: inhibitors | actives 2.1% (n = 270,000) | AID 1460; note: nearly all actives have a fitted effect of over 55% in size
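ThT emission at 510 nm, taken 1 hr after adding 30 uM dye, quantifies aggregates formed when 20 uM heparin acts on human tau K18 P301L for 6 hr at 37 C.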
JMJD2E inh: inhibitors of human JMJD2E histone demethylase; B2RXH2; Potency, µM (top dose mostly 57.1 µM), for inactives: top-dose activity change, negative = inhibition, hits mostly inhibitors; JMJD2E catalytic domain, FDH-coupled NADH fluorescence (FDH is formaldehyde dehydrogenase); AID 2147; actives 1.6% (n = 230,000); active = well fitted inhibition curve with a large enough effect, not every such curve was filed as active; inconclusive = small, poorly fitted or top-dose-only effect, or another doubt; inactive = no such curve, though single readings can be large or run the other way;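 note: 0% = wells with enzyme and -100% = buffer wells without enzyme; nearly all actives have a fitted effect of over 50% in size; many of its hits are not listed in these tables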
The depositor's hits bear a star; i = inactive; ? = inconclusive; · = not tested or not shown; [ ] = another dose, or the depositor's remark. Unless noted, calls come from the whole dose curve; as a rule, active = well fitted curve in the direction sought with a large enough effect; inconclusive = small, poorly fitted or top-dose-only effect, or another doubt; inactive = no such curve, though single readings can be large; an effect the other way counts as inactive or inconclusive. Unless noted, % is set by controls: 0 for no effect and ±100 for the full control effect; potency is the fitted concentration of half-maximal effect.

structure	Tau fibril FP	L3MBTL1 block	RECQ1 inh	RGS12 GoLoco inh	TexasRed fluor	TRb SRC2 PPI	Tau ThT inhib	JMJD2E inh
COc1cccc(C(=O)OCn2nnc3ccccc3c2=O)c1OC	-2%	·	i	-4%	-4%	-2%	9%	1%
O=C(N/N=C/c1cccnc1)c1ccc([N+](=O)[O-])cc1	0%	1%	-10%	3%	-8%	2%	?	0%
Cc1ccccc1N(CC(=O)NCc1ccco1)C(=O)CCC(=O)Nc1nccs1	3%	-8%	6%	9%	0%[53 µM]	-3%[53 µM]	1%	9%
COc1ccc(NC(=O)NC2CCN(C(C)C)CC2)c(OC)c1	?	·	-6%	13%	-4%	-6%	-6%	-8%
O=C(Nc1ccc(OC(F)F)c(Cl)c1)[C@@H]1CCCN1C(=O)c1cccs1	6%	-9%	-8%	14%	1%	-3%	1%	4%
Cc1ccc(CNc2ncccc2-c2nc(-c3ccc(Cl)cc3)no2)cc1	?	·	·	·	1%	6%	-3%	·
Fc1cccc(CSc2ccc(-c3ccco3)nn2)c1	-5%	-17%	-1%	-4%	0%	-4%	-13%	-7%
COc1ccc(NC(=O)COC(=O)COc2ccc(Br)cc2)cc1	-4%	27%	-2%	-3%	1%	4%	-3%	10%
CCNc1ccc([N+](=O)[O-])cc1	-5%	-4%	i	0%	3%	-1%	?	1%
COc1ccc(N(C)S(=O)(=O)c2c(C)noc2C)c(OC)c1	-3%	·	-2%	-1%	-2%	-12%	-6%	2%
Cc1ccc(OCC(=O)N/N=C/c2cccn2C)cc1	-7%	-20%	2%	-6%	-5%	-3%	?	-1%
O=C(N/N=C/c1ccc([N+](=O)[O-])o1)c1ccncc1	-2%	-4%	-1%	9%	0%	0%	?	-7%
Cc1csc2nc(COc3ccccc3NC(=O)c3ccccc3Cl)cc(=O)n12	-9%	·	·	·	-2%	-4%	-10%	·
Cc1ccc(Cl)cc1NC(=O)Cn1c(=O)cc(C)c2c(C)nn(C)c21	-7%	·	·	·	-2%	-8%	-10%	·
CC(NC(=O)c1ccccc1F)C(=O)O (stereo unspecified)	0%	7%	7%	4%	-2%	-13%	2%	5%
Cc1ccc(NC(=O)c2ccc(NCC3CCCO3)c([N+](=O)[O-])c2)cc1Cl (stereo unspecified)	-12%	-26%	-1%	13%	-2%	-1%	?	?
O=C(COC(=O)c1ccccc1)Nc1ccc(Cl)cn1	-8%	·	i	-5%	0%	-5%	-8%	10%
CCc1nnc(NC(=O)C2CC(=O)N(c3ccc4c(c3)OCCO4)C2)s1 (stereo unspecified)	10%	-12%	-7%	-18%	0%	2%	4%	1%
CCC1CSC(Nc2ccc(C(=O)/C=C/c3ccc(Br)cc3)cc2)=N1 (stereo unspecified)	-4%	-20%	-1%	76%[activator]	1%	-4%	6%	10%
O=C1CCC2(C(=O)O)Sc3ccccc3N12 (stereo unspecified)	4%	·	-9%	3%	0%	-13%	-9%	-4%
CC(CC(=O)NC(C)c1ccc2c(c1)OCCO2)c1ccccc1 (stereo unspecified)	0%	6%	3%	2%	1%	7%	21%	-6%
O=[N+]([O-])/C=C/c1cn(Cc2ccc(Cl)cc2)c2ccccc12	-5%	-5%	-10%	55%[activator]	2%	3%	?	9%
CO[C@@H]1/C=C\CC(=O)N2CCC[C@@H]2C(=O)OC[C@@H](C)C(=O)OC[C@H]1C	-2%[11.6 µM]	·	i[11.5 µM]	·	-21%[11.2 µM]	-1%[11.2 µM]	-4%[11.5 µM]	·
COCCn1c(SCC(=O)N(C(C)C)C(C)C)nnc1-c1cc2ccccc2cc1O	4%	3%	i	-7%	-1%	5%	-12%	-3%
Cn1c(=O)c(-[n+]2ccccc2)c([O-])c2ccccc21	-10%	·	-7%	-4%	-1%	-5%	-11%	?
Fc1ccccc1NC(=S)N1CCN(C/C=C/c2ccccc2)CC1	-3%	-14%	-1%	-3%	0%	6%	-3%	5%
Cc1cccc(S(=O)(=O)C(C#N)c2nc3ccccc3nc2N2CC(C)OC(C)C2)c1 (stereo unspecified)	1%	·	-1%	-13%	1%	10%	-17%	?
O=C(CCCn1c(=O)c2cccn2c2ccc(F)cc21)NCc1ccc(Cl)cc1	?	·	·	·	1%	2%	-5%	·
O=S(=O)(c1ccccc1)n1c(C(O)c2ccccn2)cc2ccccc21 (stereo unspecified)	4%	-3%	?	3%	1%	-1%	3%	-4%
Cc1ccc(S(=O)(=O)N(CC(O)CN2C(=O)NC(C)(C)C2=O)c2ccccc2)cc1 (stereo unspecified)	6%	10%	0%	5%	-1%	-6%	6%	-1%
Cc1ccc(N2C(=O)c3ccccc3C2=O)cc1	0%	·	-2%	6%	-1%	0%	·	8%
CCOc1ccccc1N1CCN(Cc2ccco2)CC1	-1%	·	0%	-24%	1%	-12%	3%	-1%
CCOC(=O)c1c(CSc2cccs2)n(C)c2cc(Br)c(O)c(CN(C)C)c12	4%	-22%	i	19%	-2%	1%	-15%	?
Cc1nc(N2CCOCC2)c2c(C(=O)N3CCN(c4cccc(C)c4C)CC3)c(C)oc2n1	2%	·	·	·	-1%	-10%	-15%	·
CCOC(=O)C1(CC2CC2)CCN(Cc2cn(C)c3ccccc23)CC1	2%	-17%	17%	15%	-1%	7%	-5%	2%
CCO[C@@H]1OC(C(=O)NCc2nc3ccccc3[nH]2)=C[C@H](c2csc3ccccc23)[C@H]1CCCO	1%	2%	-21%	0%	-2%	-2%	-18%	2%
CCOc1ccccc1NC(=O)CSc1nnc2ccc(-c3cccnc3)nn12	8%	10%	-6%	7%	0%	4%	-4%	0%
CC(=O)Nc1ccc(OCCC[n+]2cccc(C(=O)[O-])c2)cc1	-4%	23%	-7%	6%	-5%	-1%	-12%	3%
c1ccc2sc(N3CCCN(Cc4nc(-c5cnccn5)no4)CC3)nc2c1	1%	-2%	i	-2%	-2%	2%	-12%	-16%
Cc1ccc2cc(CN(Cc3ccco3)S(=O)(=O)c3c(C)ccc4nsnc34)c(=O)[nH]c2c1	?	·	i	21%	-2%	-18%	?	?

Random excerpt: 3 compounds from above, in no set order.
structure	Tau fibril FP	L3MBTL1 block	RECQ1 inh	RGS12 GoLoco inh	TexasRed fluor	TRb SRC2 PPI	Tau ThT inhib	JMJD2E inh
c1ccc2sc(N3CCCN(Cc4nc(-c5cnccn5)no4)CC3)nc2c1	1%	-2%	i	-2%	-2%	2%	-12%	-16%
CCOc1ccccc1NC(=O)CSc1nnc2ccc(-c3cccnc3)nn12	8%	10%	-6%	7%	0%	4%	-4%	0%
CCOC(=O)c1c(CSc2cccs2)n(C)c2cc(Br)c(O)c(CN(C)C)c12	4%	-22%	i	19%	-2%	1%	-15%	?

Other records follow.
structure	Tau fibril FP	L3MBTL1 block	RECQ1 inh	RGS12 GoLoco inh	TexasRed fluor	TRb SRC2 PPI	Tau ThT inhib	JMJD2E inh
COc1cccc(N(C(=O)Cn2nnc(-c3cccs3)n2)C(C(=O)NC(C)C)c2ccc(C)o2)c1 (stereo unspecified)	?	0%	-14%	9%	·	·	5%	4%
CN(C)c1c(N)c(=O)oc2ccccc12	-1%	1%	i	2%	-3%	3%	-4%	-5%
CCN1CCN(c2cc(C)c3cc(NC(=O)c4cccc(C(F)(F)F)c4)ccc3n2)CC1	4%	·	·	·	-2%	2%	?	·
CSc1nc2nc3c(c(=O)n2[nH]1)CN(Cc1ccccc1)CC3	8%	1%	i	7%	1%	-5%	3%	2%
COc1cc(S(=O)(=O)NCC2CCCO2)ccc1Br (stereo unspecified)	5%	·	-3%	17%	0%	-1%	-7%	4%
Cc1ccc(NS(=O)(=O)c2cccs2)cc1S(=O)(=O)N1CCCCCC1	2%	2%	-9%	-2%	1%	5%	2%	6%
CCN(CC)S(=O)(=O)c1ccc(N2CCOCC2)c(NC(=O)Cc2ccccc2F)c1	-3%	-2%	-7%	7%	-1%	-9%	-5%	5%
OCCC1CN(CC#Cc2ccccc2)CCN1C1CCCC1 (stereo unspecified)	-1%	2%	i	13%	0%	-2%	-1%	9%
Fc1ccc(NC(=S)N2CCCC2)cc1Cl	-3%	7%	-5%	5%	0%	-1%	4%	-6%
CCOc1ccc(NC(=O)CN(Cc2ccccc2)S(=O)(=O)c2ccc(Cl)cc2)cc1	-3%	·	·	·	?	0%	0%	·
CCOc1ccc(OCC)c(NC(=O)CN(C)S(=O)(=O)c2cnc[nH]2)c1	2%	-5%	i	2%	-1%	-7%	-10%	-1%
O=C(Nc1ccc(CN2CCOCC2)cc1)c1ccc(N2CCCC2)c([N+](=O)[O-])c1	3%	-7%[11.4 µM]	i	11%	-3%	-3%	?	-26%
O=c1c2c3c(sc2nc2n1CCC2)CCCC3	-5%	·	-7%	-2%	-3%	-7%	-4%	3%
COc1ccc(/C(C)=C2\SC(=S)N(CCC(=O)O)C2=O)cc1	12%	·	1%	15%	-3%	-4%	?	-2%
CC1CCN(C(=O)Cc2nn(C)c(=O)c3ccccc23)CC1	3%	-5%	-9%	-4%	0%	9%	-17%	-6%
Cc1cc(C)cc(-n2ccnc2SCC(=O)Nc2nnc(C)s2)c1	11%	·	·	·	0%	1%	-1%	·
Cc1ccc(NC(=O)Cn2c(=O)n(CCc3ccccc3)c(=O)c3c4c(sc32)CCCC4)c(C)c1	-8%	·	·	·	-13%	8%	3%	·

Source: PubChem BioAssay

The list is partial (hit frequency here may not be typical).
